Vif-A3F inh = qHTS for Inhibitors of Vif-A3F Interactions: qHTS; Potency, µM (series often up to 46.1 µM), for the others: at the top dose activity, negative = active; HeLa A3F-eYFP + Vif (tagged APOBEC3F with the HIV-1 protein that degrades it), YFP fluorescence increase; AID 602313, 2012; actives 0.2% (n = 390,000); also: potency is read from the fitted curve at half-maximal effect; % of control where 0% means no effect; nearly all actives have a fitted effect of over 65% in size
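Fluorescence increase (Ex 488/Em 500-530) after overnight compound treatment at 37 deg C flags inhibition of Vif-driven A3F-eYFP loss in stable HeLa A3F-eYFP/Vif cells seeded overnight beforehand.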
USP1 inh = Inhibitors of USP1/UAF1: Primary Screen. recombinant USP1/UAF1, Ub-Rhodamine cleavage fluorescence. Potency, µM (titrated, usually from 57.1 µM), for inactives: at the highest dose activity change, negative = inhibition, hits mostly inhibitors. actives 0.23% (n = 390,000); also: potency is read from the fitted curve at half-maximal effect; % is scaled to controls: 0 for no effect and ±100 for the full control effect; nearly all actives have a fitted effect of over 60% in size; inactives centre near -12
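1 nM enzyme complex + cpd, 15 min RT; start with Ub-Rho 150nM final; kinetic fluorescence ex 480/em 540, 6 reads q60 s. Buffer 50mM HEPES pH 7.8, 0.5mM EDTA, 0.1 mg/ml BSA, 1mM TCEP, 0.01% Tween-20.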
Glioma ERSR ind = qHTS for Inducers of the Endoplasmic Reticulum Stress Response (ERSR) in Human Glioma: qHTS. Potency, µM, for inactives: at the highest dose activation, most hits filed as activators. U87-MG GRP78 promoter luciferase reporter, 16 h. actives 0.02% (n = 420,000); also: potency is read from the fitted curve at half-maximal effect; series mostly up to about 76 µM; % of control where 0% means no effect; nearly all actives have a fitted effect of over 35% in size
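ERSR induction read as luciferase luminescence (Bright-Glo, 10 min at room temperature) in stably transfected human U87-MG glioma cells exposed to compounds for 16 h, using GRP78 as sensor.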
TrxR1 substrate = qHTS Assay for Substrates of Mammalian Selenoprotein Thioredoxin Reductase 1 (TrxR1): qHTS. purified TrxR1 substrate turnover, NADPH consumption readout. actives 0.01% (n = 390,000). Potency, µM (titrated, usually from 114 µM), for the others: at the top dose activity change, negative = substrate turnover. AID 588456, 2011. Thioredoxin reductase 1, cytoplasmic (Rattus norvegicus), O89049; also: potency is read from the fitted curve at half-maximal effect; % is scaled to controls: 0 for no effect and ±100 for the full control effect; nearly all actives have a fitted effect of over 50% in size
Target sequence (O89049 whole entry, looked up): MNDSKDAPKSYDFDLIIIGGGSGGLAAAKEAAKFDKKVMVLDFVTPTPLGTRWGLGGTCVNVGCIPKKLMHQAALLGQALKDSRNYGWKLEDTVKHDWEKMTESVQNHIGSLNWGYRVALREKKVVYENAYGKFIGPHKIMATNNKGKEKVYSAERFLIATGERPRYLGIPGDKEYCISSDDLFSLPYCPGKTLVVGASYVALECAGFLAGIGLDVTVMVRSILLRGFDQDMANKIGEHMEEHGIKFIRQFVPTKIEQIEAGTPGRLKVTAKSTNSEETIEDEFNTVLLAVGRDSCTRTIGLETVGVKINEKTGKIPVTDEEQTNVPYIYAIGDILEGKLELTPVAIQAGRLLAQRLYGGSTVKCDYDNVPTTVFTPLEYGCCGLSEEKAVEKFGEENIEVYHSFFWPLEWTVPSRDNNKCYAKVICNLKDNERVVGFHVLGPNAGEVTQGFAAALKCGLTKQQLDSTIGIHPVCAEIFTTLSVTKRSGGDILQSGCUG
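Rat TrxR1, dispensed at 90 nM, was prereduced with 400 uM NADPH (final) for 5 min at ~22 deg C, then incubated with compound 15 min before 400 uM selenite. A first-read NADPH fluorescence drop versus no-compound background flagged substrates.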
RXFP1 ag = qHTS Assay for Agonists of the Relaxin Receptor RXFP1 | Relaxin receptor 1 (Homo sapiens), Q9HBX9 | HEK293T-RXFP1 cAMP TR-FRET, 30 min; response scale: percent of porcine relaxin response, buffer zero | Potency, µM (series often up to 57.5 µM), for the others: at the highest dose activation, most hits filed as activators | actives 0.3% (n = 370,000) | AID 2676, 2010; also: potency is read from the fitted curve at half-maximal effect; % is scaled to controls: 0 for no effect and ±100 for the full control effect; nearly all actives have a fitted effect of over 60% in size; many of its hits are not listed in these tables
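cAMP rise read by TR-FRET after 30 min, 37C compound exposure (up to 58 uM) in RXFP1-transfected HEK293 cells with Ro 20174 present. EC50 from Hill-equation fits, with 29 nM porcine relaxin as 100% and buffer as basal.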
IDH1 R132H inh = qHTS for Inhibitors of mutant isocitrate dehydrogenase 1 (IDH1): qHTS; Isocitrate dehydrogenase [NADP] cytoplasmic (Homo sapiens), O75874; IDH1-R132H enzyme, NADPH consumption, diaphorase/resazurin fluorescence; Potency, µM (highest dose often 76.6 µM), without a hit: at the top dose activity change, negative = inhibition, usual class: inhibitors; actives 0.093% (n = 390,000); AID 602179, 2012; also: potency is read from the fitted curve at half-maximal effect; % is scaled to controls: 0 for no effect and ±100 for the full control effect; nearly all actives have a fitted effect of over 65% in size
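IDH1-R132H (0.5 ug/mL) preincubated 30 min with compound, then NADPH (0.016 mM) and alpha-KG (2 mM) added; 80 min at RT, pH 7.5. Remaining NADPH coupled via diaphorase/resazurin to fluorescence (540/590 nm); concentration-response curves normalized to no-enzyme control.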
LDHA block = qHTS assay for inhibitors of human lactate dehydrogenase; L-lactate dehydrogenase A chain (Homo sapiens), P00338; purified LDHA, NADH/diaphorase-resazurin fluorescence; stronger effect = lower value; actives 0.15% (n = 480,000); activity change, % (values are at about 110 or 230 µM); AID 1347041, 2019; in the data active = activity change below about -30%; inconclusive = mostly about -25% to -30%;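 also: plate controls were DMSO wells for no effect and wells without enzyme for full effect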
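Resorufin fluorescence (ex540/em590), read at 0 and 20 min after diaphorase/resazurin addition, reports the NADH left after a 5 min room-temperature reaction of 2 nM human LDH5 with 0.06 mM NADH and 0.2 mM pyruvate.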
Vif-APOBEC3G blk = qHTS for Inhibitors of Vif-A3G Interactions: qHTS. actives 0.076% (n = 410,000). HeLa A3G-eYFP + Vif (tagged APOBEC3G with the HIV-1 protein that degrades it), YFP fluorescence, overnight. Potency, µM (top dose mostly 46.1 µM), for the others: at the top dose activity, negative = active, actives largely listed as inhibitors. DNA dC->dU-editing enzyme APOBEC-3G (Homo sapiens), Q9HC16;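 also: potency is read from the fitted curve at half-maximal effect; % is scaled to controls: 0 for no effect and ±100 for the full control effect; nearly all actives have a fitted effect of over 60% in size; hits raise eYFP signal because A3G escapes Vif-driven loss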
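Read-out is eYFP fluorescence (Ex 488/Em 500-530) from Vif-expressing HeLa A3G-eYFP cells; more signal means A3G escaped Vif-mediated degradation. Cells plated overnight, compound pinned in, incubated overnight at 37 deg C.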
PI4K2A block = qHTS for small molecular inhibitors of PI4K2A; Phosphatidylinositol 4-kinase type 2-alpha (Homo sapiens), Q9BTU6; purified PI4K2A, ADP-Glo luminescence, 1 h; stronger effect = lower value; activity change, negative = inhibition, % at 76.9 µM; actives 0.13% (n = 420,000); AID 1346378, 2018; in the data active = activity change below about -50%; inconclusive = mostly about -30% to -49%;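 also: -100% = wells without enzyme as full effect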
Target sequence (Q9BTU6 whole entry, looked up): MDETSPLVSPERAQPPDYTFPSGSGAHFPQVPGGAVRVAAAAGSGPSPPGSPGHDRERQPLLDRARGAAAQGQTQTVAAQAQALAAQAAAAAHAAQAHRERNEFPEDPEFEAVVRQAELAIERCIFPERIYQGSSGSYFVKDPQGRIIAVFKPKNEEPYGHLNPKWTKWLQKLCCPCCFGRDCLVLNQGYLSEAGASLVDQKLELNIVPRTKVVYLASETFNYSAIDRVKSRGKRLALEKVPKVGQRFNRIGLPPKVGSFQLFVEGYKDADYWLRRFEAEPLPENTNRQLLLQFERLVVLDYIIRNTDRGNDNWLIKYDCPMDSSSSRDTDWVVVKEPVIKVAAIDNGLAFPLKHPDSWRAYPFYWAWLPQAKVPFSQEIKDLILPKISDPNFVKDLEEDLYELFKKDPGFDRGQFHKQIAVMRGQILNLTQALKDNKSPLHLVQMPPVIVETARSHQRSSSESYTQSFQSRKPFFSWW
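ADP-Glo luminescence measured ADP generated by PI4K2A enzyme (4 ug/mL before mixing) with 1.2 mM PI substrate (pre-mix) and 300 microM ATP (pre-mix). Tris pH7.5 buffer with MgCl2, Triton X-100; 1 h reaction at ambient temperature.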
* hit, by the source's call; ? = inconclusive; / = not tested or not shown; [ ] = dose if it differs, or a comment. Unless noted, calls follow the shape of the dose curve; as a rule, active = well fitted curve in the direction sought with a large enough effect; inconclusive = small, poorly fitted or top-dose-only effect, or another doubt; inactive = no such curve, though single readings can be large; an effect the other way counts as inactive or inconclusive.

smiles	Vif-APOBEC3G blk	Vif-A3F inh	TrxR1 substrate	LDHA block	USP1 inh	IDH1 R132H inh	PI4K2A block	Glioma ERSR ind	RXFP1 ag
Cc1cccc(NCc2ccccc2OCc2ccccc2F)c1	-3.2%	1.6%	-13.6%	-2.6	-14.9%	1.6%	-1.7	-3.3%	-0.1%
CSCCC(c1nnnn1C1CCCCC1)N1CCN(C/C=C/c2ccccc2)CC1 (stereo not drawn)	-1.9%	/	/	4.2	/	/	-1.0	2.2%	/
CC1(C)CC(=O)C(C(N)=NC(=O)c2ccc([N+](=O)[O-])cc2)=C(O)C1	-2.4%	7.5%	6.0%[57.1 µM]	-1.4	-16.7%	2.2%	1.5	-5.9%	5.0%
CCCCC/S(CC1CC1(Cl)Cl)=N\S(=O)(=O)c1ccc(C)cc1 (stereo not drawn)	2.2%	-11.6%	-7.7%[57.1 µM]	-12.1	-15.4%	-4.3%	0.3	-1.8%	2.5%
COc1ccc(S(=O)(=O)N2CCCC2=O)cc1N(C)S(C)(=O)=O	0.5%	4.2%	3.0%	-1.8	-9.3%	-3.2%	-1.4	-0.1%	-0.2%
CC(=O)Nc1ccc(C=NNc2nnc(NN=Cc3ccc(NC(C)=O)cc3)c3ccccc23)cc1	-5.0%	-27.1%	-15.1%	0.9	-0.2%	-1.1%	-5.5	-8.2%	/
Cn1nccc1NC(=O)Nc1cccc(Cl)c1	4.2%	-3.7%	1.6%	-3.5	-21.3%	-1.1%	7.1	-2.0%	3.8%
c1ccc(CC2CCN(c3nnnn3-c3ccccc3)CC2)cc1	0.1%	0.0%	-9.8%[57.1 µM]	-7.9	-6.5%	0.7%	6.1	-3.6%	0.4%
CCOC(=O)CSc1nnc(CNC(=O)c2cccs2)n1CCc1ccccc1	0.0%	-2.6%	-7.6%	-1.9	-12.1%	-1.5%	0.6	-4.7%	1.1%
O=C(O)c1ccc(S(=O)(=O)c2ccc3c(c2)C(=O)N(c2ccccc2[N+](=O)[O-])C3=O)cc1	0.9%	7.9%	2.0%	-4.4	-13.2%	0.5%	2.3	-5.0%	-0.1%
COCCCn1c(C2CCCCC2)nc2oc3cc(OC)ccc3c(=O)c2c1=O	1.0%	2.0%	6.6%	-9.8	-16.9%	4.7%	1.6	-2.2%	1.6%
CC(=O)c1c(C)[nH]c(C(=O)OCC(=O)c2c[nH]c3ccccc23)c1C	-12.2%	1.9%	-4.6%	-7.5	-16.9%	-8.3%	-1.2	11.6%	-0.3%
C=C1C(=O)[C@@]23[C@H](O)C[C@@H]4C(C)(C)CC[C@H](O)[C@]4(C)[C@@H]2C[C@H](O)[C@@H]1[C@H]3O	?	-5.9%	7.4%	-1.7	-31.8%	4.4%	-2.9	-10.4%	0.3%
C=C(C)c1cccc(C(C)(C)NC(=O)N2CCN(c3ncccn3)CC2)c1	0.3%	/	-5.2%	-2.8	-15.2%	6.5%	-4.6	-4.2%	/
Cc1cccc(C(=O)OCC(=O)Nc2ccccc2C(=O)NC2CC2)c1	-6.0%	-11.0%	3.5%	-7.9	0.6%	28.5%	3.7	-3.0%	2.4%
Cc1ccc(C(=O)N/C(=C\c2ccc3c(c2)OCO3)C(=O)Nc2ccc(C(=O)O)cc2)cc1	4.8%	-6.4%	1.1%[57.1 µM]	-6.2	-11.7%	7.3%	-4.3	5.2%	0.4%
CC(C)(C)N1CC(C(=O)O)CC1=O (stereo not drawn)	0.2%	3.3%	10.3%[57.1 µM]	-7.6	-6.5%	8.2%	5.4	-3.2%	-0.1%
Cn1c(SCC(=O)Nc2ccccc2)nnc1C(F)(F)F	0.3%	0.4%	-2.4%	-5.2	-23.0%	7.4%	2.3	0.5%	-1.2%
Cc1cc(NC(=O)CN2CCCCC2)no1	-3.2%	-14.4%	1.4%[57.1 µM]	-32.1*	?	-7.9%	-0.2	-3.0%	-0.9%
COC(=O)C[C@H]1C[C@@H]2c3cc(NC(=O)Nc4ccc(F)cc4)ccc3O[C@@H]2[C@@H](CO)O1	-6.0%	3.8%	/	-9.8	-7.6%	-0.8%	-4.3	-4.1%	/
CCCC(CCC)n1[nH]c(=O)c2c(C)cc(C)nc21	-0.4%	1.8%	-1.0%	1.1	-6.2%	9.3%	-15.2	-5.1%	-2.2%
CCOc1ccccc1NC(=O)C(CC(C)C)NS(=O)(=O)c1ccc2c(c1)CCN2C(C)=O (stereo not drawn)	-8.5%	-5.0%	10.6%	-12.6	-29.4%	-28.9%	0.5	-2.1%	1.7%
Cc1noc(C)c1COC(=O)Cc1ccc(Cl)c(Cl)c1	0.6%	-16.7%	9.3%[11.4 µM]	-2.3	-10.2%	15.8%	-3.8	6.1%	1.4%
COc1cccc(S(=O)(=O)Nc2noc3ccccc23)c1	-7.5%	2.0%	7.3%	2.3	-20.0%	0.0%	-1.4	-4.1%	3.5%
COc1ccccc1NS(=O)(=O)c1ccc(Cl)c(NC(=O)C(C)N2C(=O)c3ccccc3C2=O)c1 (stereo not drawn)	-3.7%	-11.1%	-4.4%	-1.2	-15.8%	4.2%	-5.7	-8.6%	-0.4%
CN(Cc1cccc(F)c1)C(=O)c1ccc(NS(=O)(=O)c2ccc3[nH]c(=O)[nH]c3c2)cc1	-0.6%	9.9%	-14.1%	-8.8	0.4%	-0.5%	0.4	-1.5%	-0.7%
CCOC(=O)C1=C(C)N(CCCC(=O)O)C(=O)NC1c1ccc([N+](=O)[O-])cc1 (stereo not drawn)	-1.9%	-3.0%	-2.1%	-0.7	-26.4%	-8.3%[38.3 µM]	-2.1	-1.5%	1.3%
Cc1ccccc1OCC(O)CN1CCC(C)CC1 (stereo not drawn)	0.2%	13.0%	18.3%[57.1 µM]	0.5	-10.9%	6.8%	-4.3	-3.7%	1.1%
Cc1c(C(=O)N2CCN(C3CCS(=O)(=O)C3)CC2)oc2c(F)cccc12 (stereo not drawn)	-7.5%	-3.2%	7.6%	2.4	-18.2%	14.3%	-4.7	-3.0%	3.1%
CCOC(=O)Cn1c(O)c(N=NC(=O)OC)c2ccccc21	5.7%	3.9%	-1.3%	-0.5	-18.2%	1.8%	1.4	-4.0%	0.3%
S=C(N/N=C/c1ccccc1)N1CCOCC1	-3.9%	-0.1%	-7.1%	-4.2	-12.9%	0.2%	-0.5	3.1%	0.6%
O=C(Nc1ccc(Cl)c(C(F)(F)F)c1)C(Cc1ccccc1)NS(=O)(=O)c1ccc(Br)s1 (stereo not drawn)	3.2%	-0.8%	4.3%	-5.4	10.0%	-11.1%	-0.8	-4.0%	-0.7%
Cc1cccc(-c2nc(C#N)c(N3CCCCCC3)o2)c1	0.9%	-3.7%	178.2%[activator]	-1.1	?	2.5%	-4.5	4.2%	2.0%
COC(=O)C(NC(=O)c1ccccc1)(Nc1cc(C)cc(C)n1)C(F)(F)F (stereo not drawn)	4.9%	-15.3%	3.1%	3.2	-16.4%	4.4%	7.9	-3.3%	0.1%
Cc1ccc(C)c(S(=O)(=O)N2CCCCC2CCNC(=O)C(=O)NCc2cccnc2)c1 (stereo not drawn)	-7.6%	1.4%	1.2%	-4.1	-5.4%	5.3%	-0.4	-2.9%	-0.4%
CCCC1=C(C(=O)OCC)C(c2ccc(N(C)C)cc2)n2ncnc2N1 (stereo not drawn)	-20.4%	-11.8%	-1.4%	2.8	-17.9%	7.3%	0.7	-3.2%	1.7%

2 records picked at random from those above, as already listed:
smiles	Vif-APOBEC3G blk	Vif-A3F inh	TrxR1 substrate	LDHA block	USP1 inh	IDH1 R132H inh	PI4K2A block	Glioma ERSR ind	RXFP1 ag
Cc1cccc(C(=O)OCC(=O)Nc2ccccc2C(=O)NC2CC2)c1	-6.0%	-11.0%	3.5%	-7.9	0.6%	28.5%	3.7	-3.0%	2.4%
CCOc1ccccc1NC(=O)C(CC(C)C)NS(=O)(=O)c1ccc2c(c1)CCN2C(C)=O (stereo not drawn)	-8.5%	-5.0%	10.6%	-12.6	-29.4%	-28.9%	0.5	-2.1%	1.7%

Some of the compounds tested; rates above refer to the full screens.
